High-throughput results from PubChem BioAssay.
TMEM16A act – TMEM16A chloride channel activators or potentiators, primary screen, cell-based, HTS | hit rate 0.3% among 340,000 | HEK293 TMEM16A/YFP-H148Q/I152L, iodide quench fluorescence; hits give low values | AID 623877, 2012 | B-score at 10 µM;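 active = fluorescence-ratio B-score plate-corrected deviation score at least 3 library SD below zero, with starting fluorescence score within 5 deviations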;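 also: channel opened by trigger with iodide after compound preincubation; score built on the fluorescence ratio of max minus min over baseline; more negative score means more quench and so TMEM16A activation or potentiation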
KCNQ1 act – potentiators or activators of KCNQ1 channel, primary screen, cell-based, thallium flux, high-throughput. Potassium voltage-gated channel subfamily KQT member 1 (Homo sapiens), P51787. CHO-K1 KCNQ1, thallium flux FluxOR fluorescence; hits give high values. B-score at 10 µM. hit rate 0.35% among 310,000;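 active = fluorescence ratio B-score, a plate-corrected score, at least three library SD, with initial intensity B-score within 5 SD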
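Material: CHO-K1 cells stably expressing KCNQ1. Medium: assay buffer for compound exposure, DMSO matched across wells. Reagent: K+/Tl+ depolarizing stimulus. Compound dosing: single-concentration screen. Times: 37 °C overnight plating, 90-min dark dye load, 20-min compound pretreatment. Technique: FluxOR Tl+ flux fluorescence.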
MrgX1 ag – agonists of human MrgX1 receptor, primary screen, HEK293 cells, Fluo-4 calcium flux. Fluo-4 calcium fluorescence, agonist mode; hits give high values. hit rate 0.44% among 310,000. B-score at 10 µM;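 active = calcium response B-score plate-corrected fluorescence ratio at least 3 library SD, with starting fluorescence B-score inside 5 SD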
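Material – MrgX1-expressing HEK293 cells · Input – 15,000 cells seeded per well · Dosing – compound as first of three additions · Times – overnight seeding, then 1 h dark dye loading · Measured by – kinetic Fluo-4 NW fluorescence of intracellular calcium · Read-out – B-scored fluorescence response ratio · Benchmarks – positive and negative control wells on each plate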
KCNK3 block – human KCNK3 channel inhibitors, primary screen, CHO cells, FluxOR thallium flux, B-score. FluxOR fluorescence; hits give low values. hit rate 0.84% among 340,000. Potassium channel subfamily K member 3 (Homo sapiens), O14649. B-score at 10 µM;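 active = B-score under library mean minus 4 SD, starting fluorescence ratio at most library mean plus 5 SD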;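 also: more negative B-score means stronger inhibition of thallium flux through KCNK3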
Target sequence (O14649 whole entry, looked up): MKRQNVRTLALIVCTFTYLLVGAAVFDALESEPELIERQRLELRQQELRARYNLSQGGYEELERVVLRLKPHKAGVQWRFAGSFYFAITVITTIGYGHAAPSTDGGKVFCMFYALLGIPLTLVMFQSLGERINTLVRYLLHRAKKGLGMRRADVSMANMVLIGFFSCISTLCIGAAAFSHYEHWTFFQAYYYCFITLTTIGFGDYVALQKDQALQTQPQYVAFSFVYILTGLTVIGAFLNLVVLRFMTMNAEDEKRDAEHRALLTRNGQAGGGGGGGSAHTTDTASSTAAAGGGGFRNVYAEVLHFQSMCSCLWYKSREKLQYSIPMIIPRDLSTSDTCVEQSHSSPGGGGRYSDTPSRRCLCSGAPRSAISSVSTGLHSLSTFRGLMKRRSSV
RGS4 pot – RGS4 potentiators or activators, primary screen, cell-based, HEK293 M3R inducible RGS4, calcium flux | carbachol calcium flux Fluo4; hits give low values | B-score at 10 µM | hit rate 0.92% among 310,000 | AID 463111, 2010;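 active = B-score of the integrated calcium signal more than 4 SD below the library mean, with starting fluorescence not abnormally high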;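 also: negative B-score means reduced calcium response which marks RGS4 activation or potentiation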
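Also added: carbachol at ECmax as muscarinic agonist stimulus; Assay system: HEK293 cells with stable M3R and inducible RGS4; Timing: overnight RGS4 induction, 30 min dye load 37 °C, 20 min compound RT; Measured by: Fluo4-AM (2 µM) calcium-flux fluorescence, kinetic read.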
KCNK9 inh – KCNK9 potassium channel inhibitors, primary screen, HEK293 cells, thallium flux. hit rate 1.2% among 310,000. FluxOR thallium flux fluorescence; hits give low values. B-score at 10 µM;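 active = ratio B-score over 3 SD below the library mean, with starting fluorescence within 5 SD of its mean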;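 also: negative B-score means less thallium flux so channel inhibition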
Target sequence (Q9NPC2 whole entry, looked up): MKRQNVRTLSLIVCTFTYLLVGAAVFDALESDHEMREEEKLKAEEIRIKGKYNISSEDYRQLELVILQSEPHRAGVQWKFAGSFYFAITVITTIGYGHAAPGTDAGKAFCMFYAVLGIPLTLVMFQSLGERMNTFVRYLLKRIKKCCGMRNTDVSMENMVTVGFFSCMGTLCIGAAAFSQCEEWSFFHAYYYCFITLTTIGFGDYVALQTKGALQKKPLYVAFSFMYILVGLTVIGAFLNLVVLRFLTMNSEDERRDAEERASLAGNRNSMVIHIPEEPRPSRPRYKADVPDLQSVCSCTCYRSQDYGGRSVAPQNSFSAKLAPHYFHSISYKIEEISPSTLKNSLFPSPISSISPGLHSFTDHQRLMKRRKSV
KCNQ1 inh – inhibitors of human KCNQ1 channel, primary screen, cell-based, thallium flux, high-throughput. Potassium voltage-gated channel subfamily KQT member 1 (Homo sapiens), P51787. CHO-K1 KCNQ1, FluxOR thallium flux fluorescence; hits give high values. B-score at 10 µM. hit rate 1.3% among 310,000;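 active = compounds whose thallium flux B-score, printed positive for inhibition, exceeds three library SD while starting fluorescence stays within three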;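 also: channel opened by potassium depolarization with thallium stimulus after 20 min compound exposure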
hERG rescue – hERG rescue from dofetilide block, primary screen, cell-based, CHO-hERG, FluxOR thallium flux, dofetilide IC70; Voltage-gated inwardly rectifying potassium channel KCNH2 (Homo sapiens), Q12809; dofetilide IC70 present; activation (rescue from dofetilide block), less the hit threshold, % at 10 µM; hit rate 0.51% among 310,000; AID 1511, 2009;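 active = activation above the mean of controls blocked by dofetilide plus 5 SD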;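 also: thallium influx through hERG after potassium depolarization seen as dye fluorescence rise; in these data hits start at about 4.7%; inactives centre near -7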
TMEM16A inh – TMEM16A chloride channel inhibitors, primary screen, cell-based, HTS. hit rate 1.2% among 310,000. normalized B-score (activity score, 25-100; higher = stronger inhibition) at 10 µM. HEK293 TMEM16A/YFP iodide influx fluorescence, ionomycin. AID 588511, 2011;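 active = ratio plate-corrected score three or more library SD toward inhibition, starting fluorescence score within five deviations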;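 also: score derived from kinetic fluorescence span divided by baseline fluorescence per well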
MrgX1 allo act – positive allosteric modulators of MrgX1, primary screen, HEK293 cells, Fluo-4 calcium flux; Mas-related G-protein coupled receptor member X1 (Homo sapiens), Q96LB2; FDSS; hits give high values; B-score at 10 µM; hit rate 0.63% among 310,000; AID 588675, 2011;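 active = plate-corrected calcium response at least 3 library SD above typical, normal starting fluorescence, not activating the receptor alone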;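 also: compound read alongside a low EC10 to EC30 dose of BAM8-22 agonist; peak minus trough fluorescence over baseline measured at the second addition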
RGS4 block – RGS4 inhibitors, primary screen, cell-based, HEK293 M3R inducible RGS4, calcium flux; Regulator of G-protein signaling 4 (Homo sapiens), P49798; Fluo-4 calcium flux; hits give high values; triggered by carbachol at its EC20; B-score at 10 µM; hit rate 0.45% among 310,000;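 active = B-score, a plate-corrected calcium signal, over three deviations above library mean, with baseline fluorescence within five deviations of library mean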;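 also: RGS4 expression induced by doxycycline in cells with stable M3 receptor; B-score is computed from the integrated fluorescence ratio over baseline after carbachol; higher B-score means a larger calcium signal and so more RGS4 inhibition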
Target sequence (P49798 whole entry, looked up): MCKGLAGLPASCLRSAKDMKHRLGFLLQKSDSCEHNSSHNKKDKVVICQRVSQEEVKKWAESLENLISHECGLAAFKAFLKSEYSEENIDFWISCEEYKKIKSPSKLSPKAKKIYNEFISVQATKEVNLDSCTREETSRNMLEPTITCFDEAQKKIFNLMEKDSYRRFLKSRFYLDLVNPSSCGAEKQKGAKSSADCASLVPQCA
Starred values were filed as active, the others as inactive; i = inactive; / = no result given. No enrichment for hits; about 6.3% have a hit in one of these screens.

Compound	TMEM16A act	KCNQ1 act	MrgX1 ag	KCNK3 block	RGS4 pot	KCNK9 inh	KCNQ1 inh	hERG rescue	TMEM16A inh	MrgX1 allo act	RGS4 block
Brc1ccccc1CN1CCN(Cc2c[nH]c3ccccc23)CC1	i	i	i	i	i	i	i	-3	i	i	i
O=C(CCCc1nc2ccccc2s1)Nc1ccc(N2CCOCC2)cc1	i	i	i	i	i	i	i	-13	i	i	i
O=C1CCc2cc(S(=O)(=O)Nc3ccc(F)cc3)cc3c2N1CC3	i	i	i	i	i	i	i	-6	i	i	i
O=C(CS(=O)(=O)c1ccccc1)c1cc2ccccc2oc1=O	i	i	i	i	i	i	i	-10	i	i	i
COc1ccc(C(C)(C)C)cc1NC(=O)COC(=O)C(C)C	i	i	i	i	i	i	i	-10	i	i	i
O=S(=O)(c1ccc(Cl)cc1)N1CCCC(C(F)(F)F)C1 (centres undefined)	i	i	i	i	i	i	i	-11	i	i	i
CC(C)CC(=O)NC(NC(=S)Nc1cccc2cccnc12)C(Cl)(Cl)Cl (centres undefined)	i	i	i	i	i	i	i	0	i	i	i
C=CCNC(=O)c1onc(CSc2cc(C)ccc2C)c1C(=O)O	i	i	i	i	i	i	i	-9	i	i	i
CC(=O)Nc1ccc(NC(=O)COC(=O)c2ccco2)cc1	i	i	i	i	i	i	i	-4	i	i	i
CCOc1ccccc1N(C(=O)CNC(=O)c1ccco1)C(C(=O)NC1CCCC1)c1cccnc1 (centres undefined)	i	i	i	i	i	i	i	-9	i	i	i
O=C(COc1ccccc1)N(Cc1cccc(F)c1)C1CCS(=O)(=O)C1 (centres undefined)	i	i	i	i	i	i	i	-6	i	i	i
CCc1ccc(CCC(=O)Nc2ccc(C(C)=O)cc2)o1	i	i	i	i	i	i	i	-9	i	i	i
CN(C)c1ccc(C(=O)NNC(=O)Nc2ccccc2)cc1	i	i	i	i	i	i	i	-9	i	i	i
COc1ccc(CNC(=O)CCn2nc(C)c3c(C)n(-c4ccccc4)nc3c2=O)c(OC)c1	i	i	i	i	i	i	i	-2	i	i	i
COc1ccccc1CN1CC(C(=O)NC2(c3ccccc3)CC2)CCC1=O (centres undefined)	i	i	i	i	i	i	i	-11	i	i	i
CC(=O)Oc1cc(O)c2c(c1)OC(c1ccc(OC(C)=O)c(OC(C)=O)c1)C(OC(C)=O)C2=O (centres undefined)	i	i	i	i	i	i	i	-9	i	i	i
N=c1sccn1CC(=O)NC(c1ccccc1)c1ccccc1	i	i	i	i	i	i	i	-11	i	i	i
O=S(=O)(/N=C(/Nc1cccc2ccccc12)c1ccccc1)c1ccc(F)cc1	i	i	i	i	i	i	i	-3	i	i	i
COCCSc1nc(N)c(NC(=O)c2ccco2)c(=O)[nH]1	i	i	i	i	i	i	i	-7	i	i	i
CN(C)CCNc1nc(-c2ccco2)c2c(c1C#N)CC(C)(C)OC2	i	i	i	i	i	i	i	-10	i	i	i
COc1ccc2c(c1)cc1c(=O)n(CC(=O)NC(C)CCc3ccccc3)nc(C)n12 (centres undefined)	i	i	i	i	i	i	i	-7	i	i	i
O=[N+]([O-])c1cccc(/C=N/n2cnnc2)c1O	i	i	i	i	i	i	i	-1	i	i	i
Cn1ccsc1=NC(=O)c1ccc(S(C)(=O)=O)cc1	i	i	i	i	i	i	i	-7	i	i	i
CC(=O)Nc1ccc(NC(=O)C(C)OC(=O)CCCc2c[nH]c3ccccc23)cc1 (centres undefined)	i	i	i	i	i	i	i	-14	i	i	i
O=[N+]([O-])c1ccc(OC/C=C2\Oc3ccc([N+](=O)[O-])cc3C2N2CCOCC2)cc1 (centres undefined)	i	i	i	i	i	i	i	-2	i	i	i
Cc1c(NCc2cc(Cl)cc(Cl)c2O)c(=O)n(-c2ccccc2)n1C	i	i	i	i	i	i	i	-12	i	i	i
CSc1ccccc1C(=O)Nc1cc2c(cc1C(=O)O)OCCCO2	i	i	i	i	i	i	i	-4	i	i	i
CCCCNS(=O)(=O)c1ccc2nc(SCC(N)=O)[nH]c2c1	i	i	i	i	i	i	i	-10	i	i	i
CCOCCCNC(=O)C1(O)c2cc(Br)ccc2NC(=O)N1c1cccc(OC)c1 (centres undefined)	i	i	i	i	i	i	i	-7	i	i	i
COc1ccc(C(C(=O)NC2CCCC2)N2CCc3ccccc32)cc1 (centres undefined)	i	i	i	i	i	i	i	-11	i	i	i
C/C(=N\NC(=O)c1ccc(=O)[nH]n1)c1cccnc1	i	i	i	i	i	i	i	-6	i	i	i
COc1ccc(S(=O)(=O)N2CCC3(CC2)OCCN3S(=O)(=O)c2cccs2)cc1OC	i	i	i	i	i	i	i	-8	i	i	i
O=C(CSc1cn(Cc2cccc(F)c2)c2ccccc12)NCc1ccc(F)cc1	i	i	i	i	i	i	i	-10	i	i	i
COc1ccc(C(=O)Cn2c(=O)oc3ccc(C)cc32)cc1	i	i	i	i	i	i	i	-3	i	i	i
CS(=O)(=O)c1ccc(N2CCN(c3ccccn3)CC2)c([N+](=O)[O-])c1	i	i	i	i	i	i	i	-4	i	i	i
COc1cc(/C=N/NC(=O)c2ccc(CSc3nc4ccccc4[nH]3)cc2)ccc1O	i	i	i	i	i	i	i	-4	i	i	i
COC(=O)c1sccc1NC(=O)Nc1ccccc1Cl	i	i	i	i	i	i	i	-11	i	i	i
COc1ccccc1Oc1ccc(S(=O)(=O)N2CCCC2)cc1	i	i	i	i	i	i	i	-7	i	i	i
Cc1cc(C)nc(SCc2nc3nc(C)cc(C)n3c2Br)n1	i	i	i	i	i	i	i	-4	i	i	i
OCCNCCCCOc1ccc(F)cc1	i	i	i	i	i	i	i	-6	i	i	i
O=C(Nc1ccc2c(c1)OCO2)C1CCN(S(=O)(=O)c2cccs2)CC1	i	i	i	i	i	i	i	-4	i	i	i
CS(=O)(=O)N1CCc2cc(C(=O)O)ccc21	i	i	i	i	i	i	i	0	i	i	i
COc1ccc(N=C(C)C2=C(O)c3ccccc3C2=O)cc1	i	i	i	i	i	i	i	-13	i	i	i
O=C(C[n+]1ccn(CCCNP2(=O)C=C(c3ccccc3)OC(c3ccccc3)=C2)c1)c1cccs1	i	i	i	i	i	i	i	-6	i	i	i
Cc1ccc(S(=O)(=O)NCC(=O)N(CC(=O)NCc2ccco2)C2CCCC2)cc1	i	i	i	i	i	i	i	-2	i	i	i
N#CC1=C2SCN(Cc3ccco3)CN2C(=O)CC1c1c(F)cccc1Cl (centres undefined)	i	i	i	i	i	i	i	-5	i	i	i
O=C(Nc1ccc(Cl)cn1)c1cc2c(s1)-c1ccccc1OC2	i	i	i	i	i	i	i	-10	i	i	i
CC(C)(C)NC(=O)C(Cc1ccccc1)NS(=O)(=O)c1ccc2c(c1)CCC(=O)N2 (centres undefined)	i	i	i	i	i	i	i	-26	i	i	i
O=C(CCSCCc1ccccn1)Nc1c(F)cc(F)cc1Br	i	i	i	i	i	i	i	-2	i	i	i
COc1ccc(/C(O)=C2/C(=O)C(=O)N(CCN(C)C)C2c2ccc(C)cc2)cc1Cl (centres undefined)	i	i	i	i	i	i	i	2	i	i	i
C#CCNC(=O)C1=C[C@H](c2ccc3c(c2)OCO3)[C@@H](CCCO)[C@H](OCC)O1	i	i	i	i	i	i	i	-12	i	i	i
CC1=CS/C(=C(/C#N)C(=O)N2CCCCC2)N1c1ccccc1	i	i	i	i	i	i	i	-6	i	i	i
O=C(NCCCCc1ccccc1)Nc1cccc(F)c1	i	i	i	i	i	i	6*	-15	i	i	i
Cc1ccc(NC(=O)Nc2ccc3c(c2)CCC3)cc1	i	i	i	i	i	i	i	-11	i	i	i
O=C(Cn1cc(C(=O)COc2ccccc2)c2ccccc21)NCc1ccco1	i	i	i	i	i	i	i	-6	i	i	i
O=C(NC1(C(F)(F)F)C(=O)Nc2c1c(=O)[nH]c(=O)n2-c1ccccc1)c1ccncc1 (centres undefined)	i	i	i	i	i	i	i	-2	i	i	i
N#Cc1ccc(Cn2c(=O)oc3ccccc32)cc1	i	i	i	i	i	i	i	-6	i	i	i
COc1ccc(NC(=S)NN2C(C)CCCC2C)cc1 (centres undefined)	i	i	i	i	i	i	i	-8	i	i	i
CCCCCCN(C(=O)CCCCCN1C(=O)NC(c2ccc(-c3ccccc3)cc2)C(C(=O)OCc2ccccc2)=C1C)C(C)C(=O)NCCCC (centres undefined)	/	i	i	/	i	i	i	-14	i	i	i
Cc1nc2ccccc2c(=O)n1CCCN1CCOCC1	i	i	i	i	i	i	i	5.8*	i	i	i
CCCN(C(=O)CSc1nnnn1-c1ccccc1OC)C1CCS(=O)(=O)C1 (centres undefined)	i	i	i	i	i	i	i	-8	i	i	i
CN(C)CCC(c1ccccc1)c1ccccn1 (centres undefined)	i	i	i	i	i	i	i	-1	i	i	i
Cc1ccc(S(=O)(=O)N(C)c2ccc(C(=O)Nc3ccc(C)cn3)cc2)cc1	i	i	i	i	i	i	i	-13	i	i	i
